SNCA viab count: reduces viability of HEK-293 SNCA reporter cells. HEK-293-SNCA-luc viability, GF-AFC fluorescence, 24 h. Potency, µM (doses to about 57.1 µM), for inactives: at the top dose activity change, negative = cytotoxicity, actives largely listed as cytotoxic. 150,000 tested, 0.12% active;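 also: potency is read from the fitted curve at half-maximal effect; 0% = DMSO-treated cells and -100% = medium-only wells without cells; nearly all actives have a fitted effect of over 30% in size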
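Cytotoxicity counterscreen: after 24 h compound treatment of genome-edited SNCA-luciferase HEK-293 cells, live-cell protease substrate GF-AFC read by fluorescence after 30 min; activity scaled between DMSO (0%) and medium-only (-100%), curves Hill-fitted.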
GPT2 inh: blocks human glutamate pyruvate transaminase 2 | Q8TD30 | Recombinant GPT2, coupled pyruvate oxidase/HRP Amplex Red fluorescence | Potency, µM (top dose mostly 57.7 µM), without a hit: top-dose activity change, negative = inhibition, usual class: inhibitors | 100,000 tested, 0.25% active; also: potency is read from the fitted curve at half-maximal effect; nearly all actives have a fitted effect of over 60% in size; many of its hits are not listed in these tables
Target sequence (Q8TD30 whole entry, looked up): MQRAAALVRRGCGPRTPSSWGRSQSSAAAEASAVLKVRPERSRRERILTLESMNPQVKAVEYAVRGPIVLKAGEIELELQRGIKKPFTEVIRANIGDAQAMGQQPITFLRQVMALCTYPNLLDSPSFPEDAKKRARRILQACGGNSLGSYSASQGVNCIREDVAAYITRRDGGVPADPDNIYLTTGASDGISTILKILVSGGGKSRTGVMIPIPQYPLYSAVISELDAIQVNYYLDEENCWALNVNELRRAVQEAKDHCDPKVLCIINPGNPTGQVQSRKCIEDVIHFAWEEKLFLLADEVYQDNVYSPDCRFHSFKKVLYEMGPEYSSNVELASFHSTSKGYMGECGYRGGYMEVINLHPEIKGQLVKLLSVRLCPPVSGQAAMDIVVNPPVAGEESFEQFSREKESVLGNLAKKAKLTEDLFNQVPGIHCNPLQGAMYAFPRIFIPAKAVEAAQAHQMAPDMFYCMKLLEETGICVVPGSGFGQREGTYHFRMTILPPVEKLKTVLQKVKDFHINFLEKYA
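Inhibition is scored from Amplex Red fluorescence generated when pyruvate oxidase and HRP act on pyruvate released by GPT2. Reactions contain 10ng/uL enzyme, 250uM a-KG and 2mM L-alanine and run 30 min at room temperature.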
NIH3T3 tox: kills NIH 3T3 cells | 94,000 tested, 4.3% active | NIH 3T3 viability, CellTiter-Glo ATP luminescence, 48-72 h | AID 1345082 | Potency, µM (series often up to 96.7 µM), inactives show at the highest dose activity change, negative = cytotoxicity, usual class: inhibitors; also: potency is read from the fitted curve at half-maximal effect; nearly all actives have a fitted effect of over 55% in size
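Viability of NIH 3T3 cells after 48 or 72 hr compound treatment at 37 °C was assessed by CellTiter-Glo, with luminescence imaged following a 10 min room-temperature step.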
FLuc inh: Photinus pyralis luciferase inhibition; P08659; purified P. pyralis luciferase, luminescence, biochemical; Potency, µM (doses to about 115 µM), inactives show top-dose activity change, negative = inhibition, usual class: inhibitors; 76,000 tested, 2.5% active; also: potency is read from the fitted curve at half-maximal effect; nearly all actives have a fitted effect of over 65% in size
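Inhibitors were tested against purified firefly luciferase in a biochemical, low-substrate format (both substrates at 10uM) and luminescence measured with a CCD imager.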
SNCA expr inhib: reduces expression of the alpha-synuclein gene; HEK-293 SNCA-luciferase knock-in, luminescence, 24 h; AID 1671194; Potency, µM (doses to about 57.2 µM), for inactives: at the top dose activity change, negative = inhibition, usual class: inhibitors; 140,000 tested, 0.17% active;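 also: potency is read from the fitted curve at half-maximal effect; plate controls were DMSO cells for no effect and cell-free wells for full effect; nearly all actives have a fitted effect of over 45% in size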
IP6K1 inh: inhibitors of human IP6K1; Q92551; IP6K1 kinase, ADP-Glo luminescence, 2 h; hits give low values; activity change, % (series mostly up to about 58 µM); 140,000 tested, 0.81% active; AID 1645851; in the data active = activity change below about -25%
Target sequence (Q92551 whole entry, looked up): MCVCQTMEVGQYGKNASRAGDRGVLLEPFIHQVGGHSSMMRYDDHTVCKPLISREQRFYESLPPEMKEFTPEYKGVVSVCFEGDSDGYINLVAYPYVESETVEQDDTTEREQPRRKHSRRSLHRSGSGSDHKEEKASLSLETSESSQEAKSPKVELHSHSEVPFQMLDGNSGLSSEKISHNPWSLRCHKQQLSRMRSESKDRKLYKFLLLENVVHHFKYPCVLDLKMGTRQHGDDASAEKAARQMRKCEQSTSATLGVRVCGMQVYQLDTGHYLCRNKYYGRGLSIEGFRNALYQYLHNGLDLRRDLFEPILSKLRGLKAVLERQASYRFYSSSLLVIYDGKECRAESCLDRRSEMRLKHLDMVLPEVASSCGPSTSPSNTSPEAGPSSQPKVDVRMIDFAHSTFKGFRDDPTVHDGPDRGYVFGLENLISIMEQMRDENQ
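ADP-Glo luminescence measures ADP made by human IP6K1 during a 2 h RT reaction with ATP/IP6 (mix at 1.3 mM/130 uM); top library doses 57.5 and 19.1 uM final.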
HEK cytotox: kills HEK 293 cells; HEK 293 viability, ATP luminescence (CellTiter-Glo), 48-72 h; Potency, µM (titrated, usually from 115 µM), inactives show at the top dose activity change, negative = cytotoxicity, actives largely listed as inhibitors; 94,000 tested, 6.6% active; AID 1345083; also: potency is read from the fitted curve at half-maximal effect; nearly all actives have a fitted effect of over 60% in size
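Luminescence from cellular ATP, measured with CellTiter-Glo, indicates HEK 293 viability. Cells plated at 250 cells/well are treated with compound for 48 or 72 hr at 37 degree Celsius before reagent addition.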
The depositor's hits bear a star; i = inactive; u = inconclusive; x = no result given; [ ] = remark or other dose. Unless noted, calls follow the shape of the dose curve; as a rule, active = well fitted curve in the direction sought with a large enough effect; inconclusive = small, poorly fitted or top-dose-only effect, or another doubt; inactive = no such curve, though single readings can be large; an effect the other way counts as inactive or inconclusive. Unless noted, % is scaled to controls: 0 for no effect and ±100 for the full control effect. Some of the compounds tested (hit frequency here may not be typical).

Values run as follows: SNCA viab count, GPT2 inh, NIH3T3 tox, FLuc inh, SNCA expr inhib, IP6K1 inh, HEK cytotox
COc1cc(OC)cc(-c2onc(C)c2C(=O)NC(C)c2ccccc2)c1 (stereo unspecified)
→ -6%, -9%, -23%, 5%, -14%, 1, u
CCn1ccnc1CN1CCC(Oc2ccccc2OC)(C(=O)O)CC1
→ 0%, i[11.5 µM], -5%, -2%, 7%, 8, 5%
Cc1ccc(Nc2ccnc(N3CCC(C(=O)N4CCCC4)CC3)n2)cc1
→ 5%[12.5 µM], i, u, x, -14%, 11, u
O=C(NCc1cccc(C(F)(F)F)c1)C1CCCN1Cc1ccc(-c2cncnc2)cc1 (stereo unspecified)
→ -6%, i, u, x, -3%, -2, 50µM*
Cc1noc(C)c1-c1cc2c(cc(C)n2C)c(-c2cccc(CO)c2)n1
→ 0%[87.6 µM], u, 45µM*, -16%[172 µM], 17%[87.6 µM], -4, u
COc1ccc(N2CCOCC2)c2sc(NC(=O)N3CCC(C)(O)CC3)nc12
→ u, i, x, x, x, -12, x
Cn1cccc1C(=O)N1C[C@@H](CO)[C@H](c2ccccn2)C1
→ 0%, 4%, -34%, -15%, 3%, 3, -22%
CCOc1ccccc1CNC(=O)CN(c1ccc(C)cc1)S(=O)(=O)N(C)C
→ -30%, x, x, x, -11%, -5, x
O=C(O)CCC(=O)N1Cc2ccccc2CC2(CCCCN2Cc2ccccc2)C1 (stereo unspecified)
→ 15%, -3%, i, x, 1%, 7, -5%
O=C(C1CC1)N1CC[C@H](c2nc3ccccc3o2)C1
→ 1%[87.6 µM], i, u, 3%[230 µM], -7%[87.6 µM], -8, -20%[230 µM]
CC(C)CNC(=O)c1ccc2oc(-c3ccnc(Cl)c3)nc2c1
→ 6%[87.6 µM], i, u, x, 123%[activator][87.6 µM], -3, 89µM*
Cc1noc(C)c1S(=O)(=O)N1CCc2nc3cc(-c4ccccc4)[nH]n3c(=O)c2C1
→ 3%, -2%, -1%, u, u, 6, -14%
Cc1ccc(-c2nnc(C3CN(C(=O)Cc4cccc(C)c4)CC34CCOCC4)o2)cc1 (stereo unspecified)
→ -14%, -7%, -30%, -2%, -14%, 17, u
Cc1noc(/C=C/N(C)C)c1S(=O)(=O)N1CCCC(C(=O)Nc2cccc(F)c2)C1 (stereo unspecified)
→ 1%, x, x, x, 5%, -11, x
O=C(NCc1ccc(Cl)cc1)c1cccn2nccc12
→ -20%[87.6 µM], 1%[88.5 µM], u, -1%[172 µM], -32%[87.6 µM], -2, u

8 compounds from above, ordered by formula weight, highest first:
Values run as follows: SNCA viab count, GPT2 inh, NIH3T3 tox, FLuc inh, SNCA expr inhib, IP6K1 inh, HEK cytotox
O=C(NCc1cccc(C(F)(F)F)c1)C1CCCN1Cc1ccc(-c2cncnc2)cc1 (stereo unspecified)
→ -6%, i, u, x, -3%, -2, 50µM*
Cc1noc(/C=C/N(C)C)c1S(=O)(=O)N1CCCC(C(=O)Nc2cccc(F)c2)C1 (stereo unspecified)
→ 1%, x, x, x, 5%, -11, x
COc1ccc(N2CCOCC2)c2sc(NC(=O)N3CCC(C)(O)CC3)nc12
→ u, i, x, x, x, -12, x
COc1cc(OC)cc(-c2onc(C)c2C(=O)NC(C)c2ccccc2)c1 (stereo unspecified)
→ -6%, -9%, -23%, 5%, -14%, 1, u
Cc1noc(C)c1-c1cc2c(cc(C)n2C)c(-c2cccc(CO)c2)n1
→ 0%[87.6 µM], u, 45µM*, -16%[172 µM], 17%[87.6 µM], -4, u
CC(C)CNC(=O)c1ccc2oc(-c3ccnc(Cl)c3)nc2c1
→ 6%[87.6 µM], i, u, x, 123%[activator][87.6 µM], -3, 89µM*
Cn1cccc1C(=O)N1C[C@@H](CO)[C@H](c2ccccn2)C1
→ 0%, 4%, -34%, -15%, 3%, 3, -22%
O=C(C1CC1)N1CC[C@H](c2nc3ccccc3o2)C1
→ 1%[87.6 µM], i, u, 3%[230 µM], -7%[87.6 µM], -8, -20%[230 µM]

(next part)
Values run as follows: SNCA viab count, GPT2 inh, NIH3T3 tox, FLuc inh, SNCA expr inhib, IP6K1 inh, HEK cytotox
CN1C(=O)Cc2cc(S(=O)(=O)CCC(=O)N3CCN(c4cccc(Cl)c4)CC3)ccc21
→ 7%, x, x, x, -13%, -21, x
CN1CCOc2c(C(=O)NCc3cccnc3)cc(-c3ccc(N4CCOCC4)cc3)cc21
→ 5%, -2%, -29%, -15%, -24%, -11, u
Cc1noc2c(-c3cccnc3N(C)C)cc(-c3ccccc3)nc12
→ 10%[87.6 µM], -1%[88.5 µM], u, -12%[172 µM], 13%[87.6 µM], -19, u
Cc1cc(C)c(-c2csc(-c3cc4ccccc4oc3=O)n2)cc1C
→ -14%, x, x, x, 31%[activator], -14, x
Cc1cnc(CN2CC3(CCC2=O)CCN(C(=O)[C@H]2C[C@@H]4C=C[C@H]2C4)CC3)cn1
→ -14%, u, 3%, -2%, 14%, -6, 3%
O=C1CCN(C(=O)c2cc(C3CC3)[nH]n2)CCCCCCN1
→ 5%, -6%, -1%, -2%, u, -7, i
CS(=O)(=O)N1CCCC(C(=O)N2CCN(Cc3ccccc3)CC2)CCNC(=O)CC1 (stereo unspecified)
→ 6%, -7%, -7%, 10%, -7%, 5, -4%
COCc1nc(-c2ccc(OC3CN(Cc4ccsc4)C3)cc2)no1
→ 0%, 0%, -29%, -3%, 31%[activator], -11, u
CCCCNc1cc(N2CCN(C3CCCCC3)CC2)c2noc3c2c1C(=O)c1ccccc1-3
→ 0%, x, x, x, -18%, 8, x
CCc1ccc(NC(=O)CSc2nc3nc(C)cc(C)n3n2)cc1
→ 21%, x, x, x, 20%, 8, x
CCCS(=O)(=O)NCC1CN(CC2CC2)CC12CCCCC2 (stereo unspecified)
→ u, i, -31%, x, 0%, -1, -30%
CCN(CC)Cc1cnc2c(C(=O)NCc3nc(C)cs3)cnn2c1
→ -1%, 2%, 3%, 12%, 12%, 17, -6%
O[C@@H]1C[C@@H](c2nc(Cc3ccccc3)no2)N(Cc2ccc(F)cc2)C1
→ 2%[87.6 µM], 2%[88.5 µM], -28%[174 µM], -9%[172 µM], -15%[87.6 µM], 4, -14%[172 µM]
O=C(NC1CCCCC1)c1ccc2c(c1)sc1nc(-c3ccccc3)cn12
→ 2%, x, x, x, 15%, 5, x
CN1C(=O)CCC2(CNC(=O)c3cccs3)CCC=C12 (stereo unspecified)
→ 8%, i, -19%, -4%, -16%, 14, u

Next part.
Values run as follows: SNCA viab count, GPT2 inh, NIH3T3 tox, FLuc inh, SNCA expr inhib, IP6K1 inh, HEK cytotox
COc1ccc(NC(=O)Nc2nnc(N(CC(C)C)CC(C)C)s2)c(OC)c1
→ u, x, x, x, u, 1, x
Cc1ccc(C(=O)Nc2nnc(S(=O)(=O)N(C)Cc3ccc(F)cc3)s2)cc1
→ 7%, x, x, x, 52%[activator], -17, x
O=C(C1COc2ccccc2O1)N1CCN(c2cc(-c3ccc(Cl)cc3)[nH]n2)CC1 (stereo unspecified)
→ -28%, i, u, -3%, -12%, 14, 45µM*
O=C(Nc1ccc(Cl)cc1)NC1CCN(C(=O)c2ccc(-c3cccs3)cc2)CC1
→ -22%[12.5 µM], i, u, x, u, 13, u
C[C@@H](NC(=O)c1cccn1C)c1onc(-c2ccccc2)c1C(=O)O
→ 1%[87.6 µM], i, 0%[174 µM], 0%[172 µM], 33%[activator][87.6 µM], 0, i
O=C(O)c1ccc(N2C(=O)c3[nH]nc(-c4ccccc4)c3C2c2cccc(F)c2)cc1 (stereo unspecified)
→ 13%, x, x, x, 5%, -8, x
COc1c(N)ccnc1-c1cccc(CN2CCOCC2)c1
→ 2%, -20%, 2%, 2%, 0%, -15, i
C#CCN(C)C(=O)C[C@@H]1c2nc(-c3cccnc3)sc2C[C@@H]2[C@](C)(CO)[C@H](O)CC[C@]21C
→ 10%, u, u, -14%, 11%, 4, -26%
Cc1ccc(-c2nnn3c2nc(NCC(C)c2ccccc2)c2ccccc23)cc1 (stereo unspecified)
→ 23%, x, x, x, 69%[activator], -2, x
COc1ccc(CNC(=O)C2=NO[C@@H]3CN(c4ccccn4)C[C@H]23)cc1OC
→ 5%[87.6 µM], -19%[88.5 µM], -25%[138 µM], 6%[172 µM], 11%[87.6 µM], -4, u
Cc1cccc(-n2c(C)nc3cc(C(=O)NCCC4=CCCCC4)ccc32)c1
→ -27%, x, x, x, 117%[activator], 3, x
Cc1ccc2c(c1)N1C(=O)OC[C@@H]1CCN(C(=O)c1ccccn1)C2
→ 2%[87.6 µM], -8%[88.5 µM], 1%[138 µM], 3%[172 µM], u, -7, i
CC1=C(C(=O)Nc2ccccc2)C(c2cccs2)n2nc(SCc3ccccc3F)nc2N1 (stereo unspecified)
→ 7%, x, x, x, -14%, 31, x
Cc1ccc(NC(=O)N2CC(C(=O)N(C)C)C3(CCOCC3)C2)cc1F (stereo unspecified)
→ 4%, 3%, -7%, -10%, 22%, 5, i
Cn1cc(CN[C@H]2[C@H](O)[C@H](O)C[C@@H]2c2ccccc2)c2ccccc21
→ -6%[87.6 µM], 0%[88.5 µM], u, 7%[172 µM], -6%[87.6 µM], -5, u

Later entries:
Values run as follows: SNCA viab count, GPT2 inh, NIH3T3 tox, FLuc inh, SNCA expr inhib, IP6K1 inh, HEK cytotox
O=C(NCCN1CCOCC1)C1CC(=O)N(c2n[nH]c3cc(Br)ccc23)C1 (stereo unspecified)
→ -11%, -20%, u, -3%, -22%, -3, -2%
CCOc1cc2[nH]c(=O)n(CCCCC(=O)N3CCN(c4ccc(OC)cc4)CC3)c(=O)c2cc1OCC
→ 4%, x, x, x, -1%, 1, x
COc1cc(CN2C[C@@H]3C(=O)N(CCCN4CCCC4=O)C(=O)[C@@H]3C2)ccc1OC(C)C
→ 2%, i, -17%, -2%, 3%, 11, -6%
COCCC(=O)N1CC[C@H](c2nc3ccccc3o2)C1
→ 0%[87.6 µM], -3%[88.5 µM], -4%[230 µM], -2%[230 µM], 67%[activator][87.6 µM], 21, -6%[230 µM]
CCOC(=O)c1oc2c(c1C)-c1nn(Cc3ccc(Cl)cc3)cc1CC2
→ 9%, x, x, x, 4%, -38*, x
COc1cc(-c2onc(C)c2C(=O)NCc2ccc(F)cc2F)cc(OC)c1OC
→ 6%, 5%, u, 4%, -4%, 17, u
COc1ccc(-n2c(=O)c3c(n2Cc2ccccc2)CN(C(=O)C2CCCO2)CC3)cc1 (stereo unspecified)
→ 4%[87.6 µM], i, u, 2%[172 µM], 2%[87.6 µM], 18, 2%[172 µM]
Clc1ccccc1C1(c2ccnc(NCCc3ccncc3)n2)CCNCC1
→ -7%, -16%, u, 4%, 19%, 15, u
CC(C)C(NS(=O)(=O)c1cccc2cccnc12)C(=O)Nc1ccc(OC(F)(F)F)cc1 (stereo unspecified)
→ 14%, x, x, x, -27%, 3, x
COC1CCC12CCN(C(=O)Cc1ccccc1)CC2 (stereo unspecified)
→ 1%, u, -6%, -7%, 44%[activator], 5, i
COc1ccc(C(=O)N2CCC3(CC2)NC(=O)N(c2ccccc2)N3)cc1OC
→ -11%, u, u, -11%, -35%, -15, u
CCOc1ccccc1NC(=O)CN1C=C(C(=O)OC)C(C)=NS1(=O)=O
→ 2%, i, -18%, 8%, u, -13, -6%

Source: PubChem BioAssay
